HTT cytoprotect = qHTS Multiplex Assay to Identify Dual Action Probes in a Cell Model of Huntington: Cytoprotection (ATP); Potency, µM (highest dose often 56.4 µM), inactives show cytoprotection (ATP increase), actives largely listed as activators; PC12 HTT-Q103 induced, cytoprotection, ATP luminescence, 40 h; 230,000 tested, 0.14% active;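 note: potency is the fitted concentration of half-maximal effect; % of control where 0% means no effect; nearly all actives have a fitted effect of over 45% in size; toxic huntingtin expression switched on by the ecdysone agonist tebufenozide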
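ATP quantification (ATPlite) reports survival of PC12 cells in which tebufenozide, 100 nM final, switches on Htt exon 1 with 103 glutamines linked to GFP; compounds are titrated.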
CBFb-RUNX1 inh = qHTS Assay for Compounds Blocking the Interaction Between CBF-beta and RUNX1 for the Treatment of Acute Myeloid Leukemia | Runt-related transcription factor 1 (Homo sapiens) + Core-binding factor subunit beta … | AlphaScreen CBFb-His/RUNX1-biotin binding, biochemical | Potency, µM (highest dose often 59.8 µM), for inactives: top-dose activity, negative = inhibition, most hits filed as inhibitors | 230,000 tested, under 10 active; note: % of control where 0% means no effect
Target sequence (Q01196 whole entry, looked up): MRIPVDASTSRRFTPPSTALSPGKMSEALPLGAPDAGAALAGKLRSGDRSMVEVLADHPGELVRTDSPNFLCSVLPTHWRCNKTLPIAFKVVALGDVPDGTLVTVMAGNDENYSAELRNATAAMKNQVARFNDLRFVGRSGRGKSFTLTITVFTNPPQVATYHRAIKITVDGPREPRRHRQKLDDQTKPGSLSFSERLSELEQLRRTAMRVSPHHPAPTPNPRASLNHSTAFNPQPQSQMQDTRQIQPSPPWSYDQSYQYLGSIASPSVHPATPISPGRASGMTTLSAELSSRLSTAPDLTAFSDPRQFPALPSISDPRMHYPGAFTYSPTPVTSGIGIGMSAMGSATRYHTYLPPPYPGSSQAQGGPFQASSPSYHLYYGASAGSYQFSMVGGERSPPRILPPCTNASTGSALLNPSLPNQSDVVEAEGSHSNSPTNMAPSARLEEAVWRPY
Target sequence (Q13951 whole entry, looked up): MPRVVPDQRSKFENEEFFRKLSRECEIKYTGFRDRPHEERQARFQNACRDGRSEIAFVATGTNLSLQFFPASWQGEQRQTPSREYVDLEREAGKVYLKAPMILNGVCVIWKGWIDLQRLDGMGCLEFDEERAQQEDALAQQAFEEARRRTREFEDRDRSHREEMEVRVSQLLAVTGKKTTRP
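Interaction loss through any mechanism counts as activity. Pre-formed complex of His-CBF-beta and biotin-RUNX1 (30 nM apiece) is incubated with compound 15 min, then with 50 ng nickel and 50 ng streptavidin beads for 90 min before AlphaScreen detection.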
HTT aggregate = qHTS Multiplex Assay to Identify Dual Action Probes in a Cell Model of Huntington: Aggregate Formation (GFP); Potency, µM (doses to about 46.1 µM), inactives show at the top dose activity change, negative = inhibition, usual class: inhibitors; AID 1688, 2009; PC12 HttQ103-GFP aggregates, Acumen cytometry, 40 h; 220,000 tested, 1.1% active; note: potency is the fitted concentration of half-maximal effect; % is set by controls: 0 for no effect and ±100 for the full control effect; nearly all actives have a fitted effect of over 60% in size
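Huntingtin Q103 exon 1–GFP aggregates in induced PC12 cells (100 nM tebufenozide) were quantified by cytometry from lysates, with compounds dosed in titration.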
Lamin A splicing = qHTS Assay for Modulators of Lamin A Splicing; 200,000 tested, 0.01% active; Potency, µM (top dose mostly 46.1 µM), without a hit: at the highest dose ratio change, negative = inhibition, usual class: inhibitors; HeLa LMNA splicing GFP/RFP minigene ratio, 48 h; active = well fitted inhibition curve with a large enough effect in the signal ratio, with a control signal flat, not every such curve was filed as active; inconclusive = small, poorly fitted or top-dose-only effect, or effect the other way, or a change in a side signal; the % refers to the signal ratio; note: potency is the fitted concentration of half-maximal effect; % is set by controls: 0 for no effect and ±100 for the full control effect
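Read-out is the ratio of GFP to DsRed2 object intensity, acquired by 488 nm laser-scanning cytometry on HeLa lamin A-EGFP minigene reporter cells. Compound incubation 48 hrs at 37 °C in Opti-MEM with 2% FBS; DMSO 0.5% final.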
SMN2 splice up = qHTS Assay for Enhancers of SMN2 Splice Variant Expression; 210,000 tested, 2.8% active; Potency, µM (highest dose often 46.1 µM), for inactives: at the highest dose activity change, positive = activation, most hits filed as activators; HEK293 SMN2-luciferase splicing reporter, luminescence, 30-36 h; AID 1458, 2008; note: potency is the fitted concentration of half-maximal effect; % of control where 0% means no effect; nearly all actives have a fitted effect of over 55% in size
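qHTS luciferase splicing reporter: luminescence rises when SMN2 exon 7 is included in transfected HEK293 cells. Compound exposure lasted 30-36 h at 37C, with 4.5 mM final sodium butyrate as control, followed by a ONE-Glo read.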
IMPase Li inh = qHTS Assay for Identifying the Cell-Membrane Permeable IMPase Inhibitors: Potentiation with Lithium. CHO-M1 cells, IP1 TR-FRET (IP-One), carbachol + lithium. Potency, µM (titrated, usually from 59.4 µM), for the others: at the highest dose activity, negative = IMPase inhibition, usual class: inhibitors. 210,000 tested, 0.35% active. AID 1457, 2008;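 note: IP1 builds up when IMPase is blocked and the TR-FRET signal falls; potency is the fitted concentration of half-maximal effect; plate controls were basal vehicle for no effect and high inhibitor control for full effect; nearly all actives have a fitted effect of over 50% in size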
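Test compounds were applied to CHO-M1 cells previously cultured for 16–30 h at 2000 per well. A small lithium amount accompanied them; after 30 min at 37C, IP1 was quantified by TR-FRET.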
Luc counter = Counterscreen for Luciferase (Kinase-Glo TM) Inhibition. Kinase-Glo luciferase, ATP luminescence, 8 min. Potency, µM (doses to about 38.3 µM), without a hit: at the highest dose activity change, negative = inhibition, usual class: inhibitors. 200,000 tested, 0.28% active. AID 1379, 2008; note: potency is the fitted concentration of half-maximal effect; % is set by controls: 0 for no effect and ±100 for the full control effect; nearly all actives have a fitted effect of over 60% in size
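Light output from Kinase-Glo luciferase with luciferin and 10 uM ATP in 50 mM imidazole pH 7.2, KCl, MgCl2, Tween 20, BSA; compound pin-delivered, 8-min ambient incubation, then luminescence read.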
Active calls of the source: *; ? = inconclusive; . = no result given; [ ] = dose if it differs, or a comment. Unless noted, calls come from the whole dose curve; as a rule, active = well fitted curve in the direction sought with a large enough effect; inconclusive = small, poorly fitted or top-dose-only effect, or another doubt; inactive = no such curve, though single readings can be large; an effect the other way counts as inactive or inconclusive.

entry	SMILES	HTT cytoprotect	CBFb-RUNX1 inh	HTT aggregate	Lamin A splicing	SMN2 splice up	IMPase Li inh	Luc counter
1	O=C(CCn1c(=O)c2sccc2n(CC(=O)OCc2ccccc2)c1=O)NCc1ccccc1	4.0%	-3.6%	8.7%	-8.2%	-12.5%	18.8%[38.3 µM]	-0.4%
2	CCOC(=O)c1c(NC(C)=O)sc2c1CCC(C=O)=C2Sc1ccccc1	34.7%	-11.3%	-30.3%	-15.0%	3.6%	49.8%[activator][38.3 µM]	-1.9%
3	O=C(CSCc1ccccc1)N1CCc2ccccc21	-2.1%	4.3%	2.1%	2.9%	12.6µM*	22.3%[38.3 µM]	-10.1%
4	O=[N+]([O-])c1cccc(CSc2cccc[n+]2[O-])c1	-15.1%[10 µM]	-11.6%	21.4%	.	15.2%	1.9%	-0.2%
5	COc1nnc(-c2ccc(N3CCOCC3)c(NC(=O)c3ccc(C)cc3)c2)c2ccccc12	7.9%	-2.5%	?	?	-9.0%	15.4%[38.3 µM]	-1.8%
6	COC(=O)CCC(=O)OC1(C)C(=O)C=C2C=C(C3CC3)N(c3ccc(CO)cc3)C=C2C1=O (configuration not stated)	-8.3%[10 µM]	?	.	?	3.5%[9.22 µM]	9.7%	-6.0%[7.66 µM]
7	Cc1cccc(NC(=O)COn2nnc3ccc(S(C)(=O)=O)cc32)c1	-25.4%	7.1%	?	-0.1%[46 µM]	3.2%	-0.1%	-0.9%
8	N#Cc1c(C(F)(F)F)cc(-c2ccccc2)[nH]c1=O	1.3%	-1.2%	-9.7%	2.7%	-16.8%	-14.9%[38.3 µM]	-5.1%
9	CCc1nnc(NC(=O)c2cccs2)s1	-30.0%	-3.1%	-4.1%	-0.4%	15.0%	3.1%[38.3 µM]	14.3%
10	CCc1ccc2c(c1)C(c1ccc(N3CCOCC3)cc1)=NNC(c1ccncc1)=N2	0.6%[10 µM]	-25.1%	1.1%[9.22 µM]	8.5%[46 µM]	-3.8%	8.9%	1.5%
11	O=C(Nc1ccc(N2CCCCC2)cc1)c1cncc(Br)c1	-8.8%	-4.6%	?	-1.2%	?	-9.3%[38.3 µM]	-7.6%
12	COc1ccc(CCCC(=O)NC2CCCCC2)cc1	-8.4%	0.5%	4.8%	10.7%	-4.0%	7.1%[38.3 µM]	-0.3%
13	c1cn(CCCNc2ncnc3nc[nH]c23)cn1	5.4%[10 µM]	6.4%	-11.2%	-6.1%	-7.5%	24.2%[38.3 µM]	2.1%
14	Cc1noc(NS(=O)(=O)c2ccc(NC(=O)c3ccc(OC(C)C)cc3)cc2)c1C	-2.6%[10 µM]	-4.0%	12.2%[9.22 µM]	.	.	3.4%	-2.6%
15	O=C(Nc1ccc2oc(-c3ccccc3F)nc2c1)c1ccco1	6.8%[10 µM]	-5.4%	22.2%	.	11.2µM*	-5.1%	-0.7%
16	N#Cc1c(N2CCN(C(=O)c3ccco3)CC2)nc(-c2ccccc2)c2c1CCCC2	5.7%	11.5%	?	?	-44.1%[inhibitor]	20.0%[38.3 µM]	-0.4%
17	Cn1c(=O)c2c(nc(NCc3ccco3)n2CC(O)COc2ccccc2)n(C)c1=O (configuration not stated)	-2.2%	-4.8%	-9.0%	-1.0%	20.3%	-13.6%[38.3 µM]	10.1%
18	O=C(CCS(=O)(=O)c1ccccc1)Nc1nc(-c2ccc(F)cc2)cs1	-25.0%[10 µM]	-0.4%	38.0%[9.22 µM]	.	.	.	.
19	O=C(c1cccs1)n1nc(-c2ccccc2)nc1NCc1ccco1	-13.5%[0.074 µM]	16.0%	-4.3%	-7.3%	16.9%	2.3%	1.1%
20	Cc1ccc(-n2c(-c3nn(C)cc3Cl)n[nH]c2=S)cc1	.	5.3%	-6.4%	0.3%	5.9%	-7.6%	-1.2%
21	CNc1ccccc(-c2ccc3ccccc3n2)c1=O	.	2.3%	-6.7%	?	11.2µM*	1.6%	-4.3%
22	COc1ccc2c(c1)c1ncn(CCCN3CCOCC3)c(=O)c1n2C	-13.1%	2.7%	13.6%	-9.3%	2.4%	3.6%[38.3 µM]	-3.0%
23	Cc1ccc(S(=O)(=O)N2CCC(=O)N([C@H](COCc3cccc(C(F)(F)F)c3)Cc3ccccc3)CC2)cc1	-19.9%[40.3 µM]	25.1%	.	.	.	3.5%	3.1%[39.9 µM]
24	Cc1ccc(NC(=O)C(=O)NNC(=O)c2ccccc2C)cc1Cl	17.3%	-3.2%	-23.4%	?	10.4%	-8.9%[38.3 µM]	3.7%
25	COc1ccc(CCNC(=O)CSc2nc3ccccc3c3nc(CCN4CCCCC4)nn23)cc1OC	-37.2%[inhibitor]	-6.5%	-11.3%	1.4%[46 µM]	-3.4%	17.2%	-3.3%
26	CC(=O)Nc1nnc(C2=COCCO2)o1	25.6%	6.9%	-11.0%	-1.8%[46 µM]	13.1%	-5.3%	3.1%
27	CC1(C)Cc2c(cnn2-c2ccccc2)C(=O)/C1=N\NC(=O)c1ccccc1N	-25.5%	-1.9%	1.7%	-7.7%	-8.5%	-9.2%[38.3 µM]	-1.4%
28	O=C(Nc1cccnc1)c1cc(-c2ccccc2O)on1	-9.6%[10 µM]	-2.1%	-26.2%[9.22 µM]	.	.	.	.
29	O=c1c2cc3c(cc2[nH]c(=S)n1CCN1CCOCC1)OCO3	-0.5%	1.0%	-10.7%	-1.3%	-6.7%	-7.2%[38.3 µM]	2.7%
30	Cc1ccc(-c2nnn(CC(=O)N(Cc3cccs3)C(C(=O)NC(C)(C)C)c3ccco3)n2)o1 (configuration not stated)	4.4%[10 µM]	-4.0%	0.6%	3.0%	6.0%	7.8%	4.4%

Four compounds drawn at random from those above, as already listed:
entry	SMILES	HTT cytoprotect	CBFb-RUNX1 inh	HTT aggregate	Lamin A splicing	SMN2 splice up	IMPase Li inh	Luc counter
21	CNc1ccccc(-c2ccc3ccccc3n2)c1=O	.	2.3%	-6.7%	?	11.2µM*	1.6%	-4.3%
22	COc1ccc2c(c1)c1ncn(CCCN3CCOCC3)c(=O)c1n2C	-13.1%	2.7%	13.6%	-9.3%	2.4%	3.6%[38.3 µM]	-3.0%
29	O=c1c2cc3c(cc2[nH]c(=S)n1CCN1CCOCC1)OCO3	-0.5%	1.0%	-10.7%	-1.3%	-6.7%	-7.2%[38.3 µM]	2.7%
30	Cc1ccc(-c2nnn(CC(=O)N(Cc3cccs3)C(C(=O)NC(C)(C)C)c3ccco3)n2)o1 (configuration not stated)	4.4%[10 µM]	-4.0%	0.6%	3.0%	6.0%	7.8%	4.4%

New compounds follow:
entry	SMILES	HTT cytoprotect	CBFb-RUNX1 inh	HTT aggregate	Lamin A splicing	SMN2 splice up	IMPase Li inh	Luc counter
31	CCOc1c(CNCCN2CCOCC2)cccc1OC	24.0%	4.2%	-6.1%	2.8%	24.4%	15.7%[38.3 µM]	-3.8%
32	CC1CCC(=NNC(=O)Cc2ccccc2)CC1 (configuration not stated)	-13.9%	2.0%	-6.2%	16.1%	8.0%	-8.5%[38.3 µM]	-2.6%
33	O=c1c2ccccc2nnn1CSc1nc2ccccc2c(=O)n1Cc1ccco1	1.0%	-2.0%	2.3%	?	-38.1%[inhibitor]	14.5%[38.3 µM]	-0.8%
34	CC(=O)OC(C)(CCC(C)(OC(C)=O)C(C)=O)C(C)=O (configuration not stated)	-8.3%	1.7%	-13.6%	4.4%	4.3%	-16.2%[38.3 µM]	-6.1%
35	Cc1ccc(/C=C2/SC(=S)N(CC(=O)Nc3ncc(Cc4ccc(C)cc4)s3)C2=O)cc1	?	-6.3%	5.5%	11.2%	23.8%	-17.6%[38.3 µM]	12.6%
36	COc1ccc(/C=N/Nc2nc(-c3cccnc3)nc3ccccc23)cc1OC	-15.0%[10 µM]	9.2%	-14.0%[9.22 µM]	.	.	.	.
37	O=C(O)C12CC3CC(C1)CC(n1ncc(N4CCN(c5ccccc5)CC4)c(Cl)c1=O)(C3)C2	-0.5%[10 µM]	5.3%	19.3%	-11.3%	-7.7%	-8.8%	0.5%
38	COc1ccc(S(=O)(=O)N(C)CC(=O)Nc2c(F)cccc2F)cc1	1.8%[10 µM]	4.3%	7.5%	-6.1%	-2.3%	12.4%[38.3 µM]	0.9%
39	COc1ccc(Nc2nc3ccccc3n3nnnc23)cc1	3.4%	2.0%	-2.5%	12.6%	1.5%	24.9%[38.3 µM]	-0.8%
40	CCC(C)NC(=S)N1CCN(C)CC1 (configuration not stated)	-61.9%[inhibitor]	-4.3%	-18.0%	.	-28.4%	-3.0%	-0.5%
41	Cc1ccc(-n2c(C)cc(/C=N/Nc3ccc([N+](=O)[O-])cn3)c2C)c(C)c1	-28.5%	-12.3%	?	?	-10.4%	28.9%[38.3 µM]	-2.3%
42	CC(C)(Cc1nc2ccccc2[nH]1)C(=O)O	0.8%	1.3%	-2.7%	0.8%	-3.4%	17.8%[38.3 µM]	1.8%
43	Cc1nc2ccccc2n1CCCOc1ccccc1	6.0%[1.9 µM]	8.3%	?	?	-26.0%	9.9%	-0.8%
44	COc1cc(/C=C2/SC(=S)N(CC(=O)Nc3cccnc3)C2=O)cc(OC)c1OC	?	-15.4%	2.1%	-19.4%	-4.2%	23.2%	1.1%
45	COc1ccc(OCC(=O)Nc2cccc(-c3nc4ccccc4o3)c2)cc1	-34.2%[inhibitor][10 µM]	-3.5%	0.0%	8.9%	66.1%	-3.2%[38.3 µM]	-8.0%
46	Cc1nnc(NC(=O)CSc2nc(C(C)C)nc3ccccc23)s1	32.9%[10 µM]	2.9%	4.0%	-10.3%	-11.8%	7.94µM*	5.2%

Individual results from the results shown.
Cc1ccc(-c2nnn(CC(=O)N(Cc3cccs3)C(C(=O)NC(C)(C)C)c3ccco3)n2)o1 (configuration not stated) in IMPase Li inh → 7.8%
Cn1c(=O)c2c(nc(NCc3ccco3)n2CC(O)COc2ccccc2)n(C)c1=O (configuration not stated) in HTT aggregate → -9.0%
CC(=O)Nc1nnc(C2=COCCO2)o1 in CBFb-RUNX1 inh → 6.9%

Assay outcomes from PubChem BioAssay.
